Assay outcomes: PubChem, several laboratories
CF NFkB block – inhibitors of PAF-induced NF-kB signaling, primary screen, cell-based, GFP fluorescence, uHTS | 360,000 tested, 0.86% active | KKLEB NF-kB-GFP reporter, GFP fluorescence overnight | inhibition, % at 5 µM;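 active = at least 50% inhibition at 5 µM, scaled per plate between neutral and stimulator controls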;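 note: PAF is a Pseudomonas aeruginosa culture filtrate used as stimulus; plate controls were PAF-stimulated DMSO wells for no effect and unstimulated DMSO wells for full effect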
NR5A2 inv ag – LRH-1 (NR5A2) inverse agonists, primary screen, cell-based, luminescence, HEK293T, StAR-luciferase reporter. Nuclear receptor subfamily 5 group A member 2 (Homo sapiens), O00482. LRH-1 transfected, 24 h. inhibition, % at 3.6 µM. 360,000 tested, 0.13% active. AID 602396, 2012;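 active = inhibition above the mean inhibition of all tested compounds plus 3 SD, cut at about 73% in these data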;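 note: 0% = DMSO wells and 100% = reporter-only cells lacking LRH-1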
Target sequence (O00482 whole entry, looked up): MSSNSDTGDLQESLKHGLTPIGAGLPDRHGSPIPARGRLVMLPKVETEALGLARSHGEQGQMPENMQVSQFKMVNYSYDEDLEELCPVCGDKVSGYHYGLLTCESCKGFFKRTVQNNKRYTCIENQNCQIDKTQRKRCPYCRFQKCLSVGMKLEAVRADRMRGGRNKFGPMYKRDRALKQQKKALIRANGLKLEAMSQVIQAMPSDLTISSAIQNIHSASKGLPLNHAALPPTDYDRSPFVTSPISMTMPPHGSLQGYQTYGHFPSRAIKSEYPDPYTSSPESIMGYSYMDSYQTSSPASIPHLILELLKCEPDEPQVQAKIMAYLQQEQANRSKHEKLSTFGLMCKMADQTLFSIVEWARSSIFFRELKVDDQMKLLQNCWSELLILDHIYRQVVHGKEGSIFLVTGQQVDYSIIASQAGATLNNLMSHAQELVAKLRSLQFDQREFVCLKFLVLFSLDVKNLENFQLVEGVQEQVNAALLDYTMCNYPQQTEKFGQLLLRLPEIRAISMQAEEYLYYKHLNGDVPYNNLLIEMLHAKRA
EBV LMP1 NFkB – EBV LMP1-driven NF-kappaB luciferase reporter inhibitors, primary screen, cell-based, luminescence, single point. LMP1-induced NF-kappaB luciferase reporter cells. inhibition, % at 12.5 µM. 350,000 tested, 0.69% active; in the data active = inhibition above about 41%;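 note: 0% = neutral control wells and 100% = reference inhibitor control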
NCOA1 inh – SRC1 coactivator transcriptional activity inhibitors, primary screen, cell-based, luminescence | Nuclear receptor coactivator 1 (Homo sapiens), Q15788 | HEK293 GAL4-SRC1 luciferase reporter | inhibition, % at 3.6 µM | 360,000 tested, 0.12% active | AID 588354, 2011;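 active = inhibition above the campaign mean plus 3 SD, with each screening campaign given its own cutoff, cut at about 60% in these data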;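 note: 0% = DMSO treated cells and 100% = gossypol at 36 µM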
C8 TRAIL sens – viability loss with TRAIL in NB7+C8 cells, primary screen, TRAIL sensitizer project, cell-based, ATPlite luminescence | inhibition (viability loss, TRAIL sensitization), % at 10 µM | 360,000 tested, 1% active;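 active = compounds causing at least 50% loss of cell viability in the single-dose screen, relative to plate controls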
TROY signal inh – inhibitors of TROY-driven NF-kB signaling, primary screen, Q293 LMP1-TROYcd cells, NF-kB luciferase, uHTS; Q293 LMP1-TROYcd NF-kB luciferase reporter, 4 h; inhibition, % at 10 µM; 360,000 tested, 0.98% active; AID 1347056, 2019;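 active = compounds whose plate-normalised and pattern-corrected inhibition of the luciferase reporter signal at the single screening dose is 50% or more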
KKLEB cytotox – cytotoxicity in KKLEB CF airway cells, primary screen, cytotoxicity control for CF NF-kB inhibitor project, cell-based, uHTS, fluorescence assay plates. activity change (cytotoxicity), % at 5 µM. 360,000 tested, 0.36% active. KKLEB CF airway cells viability, ATPlite luminescence, overnight; active compounds read low; cells stimulated with P. aeruginosa culture filtrate. AID 602141, 2011;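 active = corrected activity change at or below -50% at 5 µM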
COUP-TFII inh – NR2F2 transcriptional activity inhibitors, primary screen, cell-based, luciferase reporter, HEK293T, luminescence; HEK293T NGFI-A luciferase reporter; inhibition, % at 8.6 µM; 370,000 tested, 0.7% active; AID 686940, 2013;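 active = inhibition above a per-plate cutoff, mean inhibition of test wells between control levels plus 3 SD, cut at about 38% in these data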;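 note: cells cotransfected with COUP-TFII expression vector driving the NGFI-A reporter; 0% = median of COUP-TF2 test wells and 100% = reporter-only cells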
Target sequence (P24468 whole entry, looked up): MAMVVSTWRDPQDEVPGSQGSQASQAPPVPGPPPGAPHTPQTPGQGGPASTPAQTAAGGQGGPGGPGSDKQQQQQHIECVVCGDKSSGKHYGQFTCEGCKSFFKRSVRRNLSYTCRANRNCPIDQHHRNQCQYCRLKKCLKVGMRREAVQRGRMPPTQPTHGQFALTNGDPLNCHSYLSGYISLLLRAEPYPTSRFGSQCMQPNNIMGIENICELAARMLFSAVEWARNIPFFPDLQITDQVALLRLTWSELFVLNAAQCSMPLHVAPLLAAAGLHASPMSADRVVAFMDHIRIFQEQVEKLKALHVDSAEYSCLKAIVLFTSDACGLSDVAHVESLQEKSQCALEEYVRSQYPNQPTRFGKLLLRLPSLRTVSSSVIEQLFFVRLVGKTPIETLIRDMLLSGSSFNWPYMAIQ
NCOA2 inhibitor – inhibition of GAL4-SRC2 driven luciferase reporter, primary screen, SRC2 inhibitor project, cell-based, luminescence | inhibition, % at 9 µM | HEK293 GAL4-SRC2 luciferase reporter | 370,000 tested, 0.17% active | Nuclear receptor coactivator 2 (Homo sapiens), Q15596;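 active = inhibition above the mean inhibition of all tested compounds plus 3 SD, set per campaign, cut at about 52% in these data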;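 note: 0% = DMSO treated cells and 100% = cells given Gossypol at 36 µM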
TWEAK-Fn14 inh – inhibitors of TWEAK-Fn14 signaling, primary screen, luciferase reporter cells, uHTS; AID 1159606, 2016; inhibition, % at 10 µM; TWEAK-stimulated Fn14 reporter cells, luciferase luminescence, 8 h; 360,000 tested, 2% active; in the data active = inhibition above about 50%
NCOA3 inh – SRC3 coactivator transcriptional activity inhibitors, primary screen, cell-based, luminescence | HEK293 GAL4-SRC3 luciferase reporter | inhibition, % at 3.6 µM | 360,000 tested, 0.17% active | AID 588352, 2011;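 active = inhibition above a per-campaign cutoff, the mean of all compounds plus 3 SD, cut at about 60% in these data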;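 note: 0% = DMSO-treated cells and 100% = gossypol-treated cells at 36 µM; higher means less SRC3-driven luciferase light from the GAL4 reporter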
* marks the source's active call; other numbers are inactive results.

For COCc1cc(C)nc2sc3c(=O)n(Cc4ccco4)nnc3c12 the results were CF NFkB block -54.7, NR5A2 inv ag 5.0, EBV LMP1 NFkB 1.3, NCOA1 inh -10.9, C8 TRAIL sens -18.2, TROY signal inh 7.2, KKLEB cytotox 3.8, COUP-TFII inh 6.9, NCOA2 inhibitor 4.7, TWEAK-Fn14 inh 1.5 and NCOA3 inh 0.1.
`CCN1CCN(c2ncc3c(n2)CC(c2ccc(OC)c(OC)c2)CC3=O)CC1` (stereo not drawn) gave CF NFkB block 10.1, NR5A2 inv ag -21.1, EBV LMP1 NFkB -2.5, NCOA1 inh -25.3, C8 TRAIL sens 5.3, TROY signal inh 25.6, KKLEB cytotox 0.0, COUP-TFII inh 10.3, NCOA2 inhibitor -11.1, TWEAK-Fn14 inh 19.9 and NCOA3 inh 3.9.
Cc1ccc(S(=O)(=O)CCC(=O)OC(C)C(=O)N2CCc3ccccc32)cc1 (stereo not drawn) was read as CF NFkB block -12.8, NR5A2 inv ag 10.3, EBV LMP1 NFkB -14.5, NCOA1 inh -13.3, C8 TRAIL sens -9.6, TROY signal inh 13.1, KKLEB cytotox 0.8, COUP-TFII inh -22.0, NCOA2 inhibitor 3.8, TWEAK-Fn14 inh 3.9 and NCOA3 inh 13.9.
CCOC(=O)c1sc2nc(CN3CCN(c4cccc(C(F)(F)F)c4)CC3)[nH]c(=O)c2c1C was read as CF NFkB block 2.7, NR5A2 inv ag 10.1, EBV LMP1 NFkB 2.2, NCOA1 inh 10.1, C8 TRAIL sens -4.1, TROY signal inh -2.6, KKLEB cytotox -4.1, COUP-TFII inh 4.8, NCOA2 inhibitor -14.3, TWEAK-Fn14 inh -11.9 and NCOA3 inh 3.6.
Screening CCOC(=O)NC(Nc1nc2ccccc2s1)(C(=O)OCC)C(F)(F)F (stereo not drawn) returned CF NFkB block 11.8, NR5A2 inv ag 10.2, EBV LMP1 NFkB -1.1, NCOA1 inh -2.4, C8 TRAIL sens 8.5, TROY signal inh -1.4, KKLEB cytotox 5.8, COUP-TFII inh 2.8, NCOA2 inhibitor 2.8, TWEAK-Fn14 inh 10.7 and NCOA3 inh 12.7.
`O=C1C2CCCCN2C(=O)N1CCCCN1CCN(c2ccc([N+](=O)[O-])cc2)CC1` (stereo not drawn) gave CF NFkB block -2.3, NR5A2 inv ag 2.2, EBV LMP1 NFkB 8.0, NCOA1 inh 11.9, C8 TRAIL sens -3.0, KKLEB cytotox 4.3, COUP-TFII inh 11.2, NCOA2 inhibitor 13.5, TWEAK-Fn14 inh 18.6 and NCOA3 inh 12.1.
Screening COc1cc(-c2nnc3n(CCc4ccccc4)c(=O)c4ccccc4n23)cc(OC)c1OC returned CF NFkB block -14.9, NR5A2 inv ag 10.1, EBV LMP1 NFkB 8.8, NCOA1 inh 5.2, C8 TRAIL sens -6.9, TROY signal inh -39.3, KKLEB cytotox 1.7, COUP-TFII inh 3.6, NCOA2 inhibitor -22.7, TWEAK-Fn14 inh -12.4 and NCOA3 inh -15.9.
O=C(CSC1=NS(=O)(=O)c2cc(Cl)ccc2N1)c1ccc(Cl)cc1 was read as CF NFkB block 0.0, NR5A2 inv ag 8.5, EBV LMP1 NFkB 1.1, NCOA1 inh -8.8, C8 TRAIL sens -7.5, TROY signal inh -0.7, KKLEB cytotox 3.2, COUP-TFII inh -9.1, NCOA2 inhibitor -13.1, TWEAK-Fn14 inh -7.9 and NCOA3 inh -12.4.
Cc1nn(CC(=O)Nc2ccncc2)c(C)c1[N+](=O)[O-] was read as CF NFkB block 2.2, NR5A2 inv ag -15.7, EBV LMP1 NFkB 3.2, NCOA1 inh -2.6, C8 TRAIL sens -0.5, TROY signal inh 10.9, KKLEB cytotox 7.7, COUP-TFII inh -5.1, NCOA2 inhibitor 0.8, TWEAK-Fn14 inh 3.9 and NCOA3 inh 16.1.
Screening O=C(CCC1COc2ccccc2O1)Nc1ncccc1O (stereo not drawn) returned CF NFkB block 3.3, NR5A2 inv ag 5.6, EBV LMP1 NFkB -14.9, NCOA1 inh -21.1, C8 TRAIL sens 14.8, TROY signal inh -15.6, KKLEB cytotox 4.5, COUP-TFII inh 4.6, NCOA2 inhibitor 14.7, TWEAK-Fn14 inh -7.3 and NCOA3 inh -3.7.
Cc1ccnc(NC(=O)c2ccc3c(c2)C(=O)N(CC2CCCO2)C3=O)c1 (stereo not drawn) was read as CF NFkB block 4.9, NR5A2 inv ag -7.7, EBV LMP1 NFkB -1.5, NCOA1 inh -4.9, C8 TRAIL sens 6.7, TROY signal inh -61.2, KKLEB cytotox 8.0, COUP-TFII inh -16.6, NCOA2 inhibitor -6.0, TWEAK-Fn14 inh -8.0 and NCOA3 inh -10.5.
Screening Cc1cc(=O)n2nc(N3CCCC3C(=O)Nc3ccccc3C)sc2n1 (stereo not drawn) returned CF NFkB block -7.4, NR5A2 inv ag 9.9, EBV LMP1 NFkB -0.6, NCOA1 inh 13.0, C8 TRAIL sens -3.1, TROY signal inh 13.0, KKLEB cytotox -1.9, COUP-TFII inh -0.3, NCOA2 inhibitor 18.6, TWEAK-Fn14 inh -10.9 and NCOA3 inh 0.2.
For COc1ccc(OC)c(C2C(C#N)=C(N)N(N(C)C)C3=C2C(=O)CCC3)c1 (stereo not drawn) the results were CF NFkB block -5.3, NR5A2 inv ag 3.4, EBV LMP1 NFkB -2.8, NCOA1 inh 4.3, C8 TRAIL sens 1.2, TROY signal inh -9.7, KKLEB cytotox -13.0, COUP-TFII inh 2.8, NCOA2 inhibitor 15.8, TWEAK-Fn14 inh 4.7 and NCOA3 inh 4.0.
`Cc1cccc(OCC(=O)O/N=C(\N)Cc2ccc([N+](=O)[O-])cc2)c1` gave CF NFkB block -33.3, NR5A2 inv ag 12.3, EBV LMP1 NFkB -1.0, NCOA1 inh -11.1, C8 TRAIL sens -11.5, TROY signal inh -18.4, KKLEB cytotox -4.1, COUP-TFII inh -3.0, NCOA2 inhibitor -20.7, TWEAK-Fn14 inh -17.6 and NCOA3 inh 13.6.
`Cc1cccc(NC(=O)N2CCN(Cc3ccc4c(c3)OCO4)CC2)c1C` gave CF NFkB block 0.9, NR5A2 inv ag 0.5, EBV LMP1 NFkB 9.1, NCOA1 inh -3.3, C8 TRAIL sens 1.2, TROY signal inh 4.2, KKLEB cytotox -6.8, COUP-TFII inh 0.1, NCOA2 inhibitor -6.3, TWEAK-Fn14 inh -3.6 and NCOA3 inh -1.4.
CCOC(=O)N1CC=C2C(C#N)=C(N)C(C#N)(C#N)[C@H](c3ccc(OCC)c(OCC)c3)[C@H]2C1 was read as CF NFkB block -6.7, NR5A2 inv ag -8.0, EBV LMP1 NFkB -4.9, NCOA1 inh -76.4, C8 TRAIL sens -0.1, TROY signal inh -4.8, KKLEB cytotox 6.1, COUP-TFII inh -7.2, NCOA2 inhibitor 16.7, TWEAK-Fn14 inh -9.8 and NCOA3 inh -9.4.
For S=c1nc[nH]c2c1ncn2C1CCCC1 the results were CF NFkB block -24.2, NR5A2 inv ag 3.6, EBV LMP1 NFkB -2.2, NCOA1 inh 7.1, C8 TRAIL sens 3.5, TROY signal inh 5.4, KKLEB cytotox 3.9, COUP-TFII inh 1.8, NCOA2 inhibitor 10.2, TWEAK-Fn14 inh -9.0 and NCOA3 inh -10.7.
`Cc1cc(C(=O)Nc2cccnc2)cs1` gave CF NFkB block 18.7, NR5A2 inv ag -15.2, EBV LMP1 NFkB -0.3, NCOA1 inh -33.9, C8 TRAIL sens 2.7, TROY signal inh -12.4, KKLEB cytotox 4.2, COUP-TFII inh -14.4, NCOA2 inhibitor -6.7, TWEAK-Fn14 inh 0.3 and NCOA3 inh -7.0.
Cn1c(SCC(=O)Nc2ccc3c(c2)OCO3)nnc1-c1cnccn1 was read as CF NFkB block -3.5, NR5A2 inv ag -1.0, EBV LMP1 NFkB -2.9, NCOA1 inh -24.6, C8 TRAIL sens -9.2, TROY signal inh 0.3, KKLEB cytotox -3.8, COUP-TFII inh 6.5, NCOA2 inhibitor -0.6, TWEAK-Fn14 inh 16.9 and NCOA3 inh 7.4.
For O=C(O)Cc1cn(Cc2cccc(Cl)c2)c2ccccc12 the results were CF NFkB block 0.5, NR5A2 inv ag 22.6, EBV LMP1 NFkB 4.9, NCOA1 inh 0.7, C8 TRAIL sens 1.4, TROY signal inh 8.3, KKLEB cytotox 2.7, COUP-TFII inh 8.9, NCOA2 inhibitor -5.6, TWEAK-Fn14 inh 1.9 and NCOA3 inh 1.9.
For Cc1cc(N(CCO)CCO)nc(-n2nc(C)cc2C)n1 the results were CF NFkB block -4.0, NR5A2 inv ag -7.7, EBV LMP1 NFkB -0.5, NCOA1 inh 3.9, C8 TRAIL sens 9.6, TROY signal inh 3.4, KKLEB cytotox -1.8, COUP-TFII inh -8.1, NCOA2 inhibitor 16.3, TWEAK-Fn14 inh 1.1 and NCOA3 inh 13.0.
Screening CCOCC(=O)Nc1c(C(=O)OCC)oc2ccccc12 returned CF NFkB block -5.2, NR5A2 inv ag -2.3, EBV LMP1 NFkB 0.2, NCOA1 inh -5.5, C8 TRAIL sens 7.0, TROY signal inh -7.1, KKLEB cytotox 4.9, COUP-TFII inh -2.1, NCOA2 inhibitor -1.8, TWEAK-Fn14 inh -2.4 and NCOA3 inh -1.4.
For CCOC(=O)C1CCCN(C(=O)c2cc(S(=O)(=O)Nc3ccccc3OC)ccc2C)C1 (stereo not drawn) the results were CF NFkB block -10.3, NR5A2 inv ag 7.9, EBV LMP1 NFkB 0.8, NCOA1 inh -9.5, C8 TRAIL sens -3.0, TROY signal inh -5.0, KKLEB cytotox 4.5, COUP-TFII inh 6.3, NCOA2 inhibitor -4.6, TWEAK-Fn14 inh 4.1 and NCOA3 inh 11.5.
`COc1ccc2c(Cl)c(C(=O)NCCCn3ccnc3)sc2c1Cl` gave CF NFkB block -33.8, NR5A2 inv ag 2.7, EBV LMP1 NFkB 1.9, NCOA1 inh -1.4, C8 TRAIL sens 8.2, TROY signal inh -12.0, KKLEB cytotox -9.4, COUP-TFII inh 3.0, NCOA2 inhibitor -0.9, TWEAK-Fn14 inh -38.1 and NCOA3 inh 4.8.
`CC(C)(C)OC(=O)[C@H](Cc1ccccc1)NC(=O)c1nc[nH]c1C(=O)N1CCc2ccccc2C1` gave CF NFkB block 9.5, NR5A2 inv ag 7.1, EBV LMP1 NFkB 5.0, NCOA1 inh 4.5, C8 TRAIL sens 6.7, TROY signal inh -6.4, KKLEB cytotox 7.0, COUP-TFII inh 10.6, NCOA2 inhibitor 0.4, TWEAK-Fn14 inh -10.5 and NCOA3 inh 2.6.
